High-throughput results deposited in PubChem by several laboratories.
S1P3 agonist: activates the human S1P3 receptor | Q99500 | S1P3 NFAT-BLA reporter cells, agonism, FRET ratio; relative to 1 µM S1P, basal subtracted | activation, % at 4.5 µM | 0.1% of 60,000 active | AID 373;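 active means activation above the screen-wide mean plus 3 SD, cut at about 4.5% in these data, passing the limit was not always enough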; further: some compounds called inactive have numbers as strong as hits
Target sequence (Q99500 whole entry, looked up): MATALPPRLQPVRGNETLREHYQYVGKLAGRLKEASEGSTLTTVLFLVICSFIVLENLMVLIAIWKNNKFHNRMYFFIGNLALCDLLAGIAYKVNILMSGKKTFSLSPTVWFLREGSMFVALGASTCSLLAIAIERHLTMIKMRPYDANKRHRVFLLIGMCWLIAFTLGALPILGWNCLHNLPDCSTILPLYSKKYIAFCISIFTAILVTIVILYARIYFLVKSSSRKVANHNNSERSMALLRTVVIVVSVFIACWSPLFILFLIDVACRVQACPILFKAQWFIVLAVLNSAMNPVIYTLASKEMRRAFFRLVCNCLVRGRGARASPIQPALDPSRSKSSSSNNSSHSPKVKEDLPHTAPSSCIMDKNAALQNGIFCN
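Assay system: stable CHO line with human S1P3, Gα16, NFAT-BLA reporter; Detection: FRET β-lactamase substrate fluorescence, excitation 405 nm, 460/535 nm emission ratio, background-subtracted; Read-out: percent activation versus median 1 µM S1P response, basal-subtracted, per plate; Incubation: cells plated overnight, compound 4 h 37 °C, substrate 2 h RT.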
5HT1E ag: activates the human 5-HT1E serotonin receptor | AID 574 | activation, % at 6 µM | P28566 | CHO 5-HT1E Ga15 NFAT-bla reporter, FRET; 0% DMSO wells, 100% control agonist wells | 0.69% of 65,000 active;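 active means activation above a set limit, the screen-wide mean activation plus 3 SD, cut at about 8.5% in these data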;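 further: 100% = positive control agonist at 1 µM giving full maximal response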
Ecoli tolC: growth inhibitors of E. coli BW25113 tolC mutant; OD615; AID 573; growth inhibition, % at 10 µM (by protocol); 2.2% of 65,000 active;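 active means growth inhibition at or above a cutoff equal to the mean over every tested compound plus 3 SD, cut at about 60% in these data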;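 further: growth measured after 20 h incubation at 37 °C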
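Test system: tolC-deleted E. coli BW25113 | Medium: LB with kanamycin 50 µg/mL | Compound dosing: Single concentration, 10 µM final per compound | Schedule: 37 °C, 20 h exposure | Measured by: OD at 615 nm | Evaluation: Percent growth inhibition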
RORA act: activators of human nuclear receptor RORA; activation, % at 10 µM; AID 560; 1.5% of 65,000 active; CHO-K1 Gal4-RORA LBD luciferase reporter, luminescence; percent increase over mock-subtracted basal signal; P35398;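 active means activation above the mean of all tested compounds plus 3 SD, cut at about 49% in these data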;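 further: 0% = DMSO-treated RORA cells and 100% = added signal equal to DMSO minus mock-transfected cells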
S1P1 ag pot: S1P1 (human) agonism or agonism potentiation | P21453 | 0.57% of 56,000 active | activation, % at 9.5 µM | S1P1 CRE-bla cells, forskolin, beta-lactamase FRET, potentiator mode; S1P1 agonist co-added at EC20, 2 nM; 100% = saturating reference agonist, 0% = basal | AID 449;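 active means activation above a cutoff set at the mean activation of all tested compounds plus 3 SD, cut at about 54% in these data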;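 further: forskolin at 4 µM as EC80 and the EC20 agonist is SEW2871; 100% = SEW2871 at its EC100 plus forskolin at EC80; some compounds past the cut are filed as inactive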
AP complement: orthogonal test for alternative complement pathway inhibitors; AID 1235; Human serum alternative complement pathway, LPS-coated ELISA, C3 deposition; tested in compound mixtures; 0.08% of 62,000 active; inhibition, % at 5 µM;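 active means inhibition above 30% in each of the two pooled mixtures holding the compound, so the lower value exceeds 30%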;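 further: 0% = serum in Mg-EGTA without compound and 100% = EDTA serum blank; some compounds past the cut are filed as inactive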
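Test system: human serum alternative complement pathway, C3 deposition on LPS-coated wells; also added: Plate-bound LPS; doses: 5 µM per compound in ten-compound mixtures; schedule: 1 h at 37 °C; detection: Anti-C3 ELISA, OD 450 nm; evaluation: percent inhibition of C3 deposition onto LPS; repeats: two pool placements per compound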
5-HT1A blocker: 5-HT1a (human) receptor antagonism. P08908. CHO 5-HT1a Ga15 NFAT-bla reporter, antagonist mode. inhibition, % at 10 µM. 0.68% of 62,000 active. AID 612;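 active means inhibition above the mean of all tested compounds plus 3 SD, cut at about 43% in these data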;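 further: receptor stimulated by 5-CT agonist at 100 nM near EC80; beta-lactamase reporter measured by ratiometric fluorescence of a cleavable substrate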
HTR1E antagonist: 5-HT1E (human) receptor antagonism. P28566. CHO 5-HT1E Ga15 NFAT-bla reporter, FRET, antagonist. inhibition, % at 6 µM. 0.99% of 65,000 active;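 active means inhibition above a set limit, the mean inhibition across every tested compound plus 3 SD, cut at about 29% in these data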;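 further: signal is the 460 over 535 nm emission ratio of beta-lactamase substrate; 0% = agonist plus DMSO wells and 100% = wells without agonist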
SF1 activator: activators of human nuclear receptor SF-1; Q13285; activation, % at 10 µM; AID 522; CHO-K1 Gal4-SF-1 LBD luciferase reporter; % increase over DMSO SF-1-specific signal; 1.9% of 65,000 active;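 active means activation above the mean activation of all tested compounds plus 3 SD, cut at about 50% in these data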
Target sequence (Q13285 whole entry, looked up, the tested form may be a part): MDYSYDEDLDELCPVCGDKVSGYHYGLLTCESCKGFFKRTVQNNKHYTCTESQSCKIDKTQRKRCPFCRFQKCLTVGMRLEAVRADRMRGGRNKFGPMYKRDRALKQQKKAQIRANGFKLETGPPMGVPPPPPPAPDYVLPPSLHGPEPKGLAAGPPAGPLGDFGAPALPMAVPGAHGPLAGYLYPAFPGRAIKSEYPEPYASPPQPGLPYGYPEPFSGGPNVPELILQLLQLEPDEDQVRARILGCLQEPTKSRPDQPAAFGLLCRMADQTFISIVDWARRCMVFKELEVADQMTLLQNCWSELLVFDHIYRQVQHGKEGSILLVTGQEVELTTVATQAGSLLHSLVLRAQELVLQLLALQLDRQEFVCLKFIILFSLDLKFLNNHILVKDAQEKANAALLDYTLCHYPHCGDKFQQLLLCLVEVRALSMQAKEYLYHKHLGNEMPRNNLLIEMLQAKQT
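Compound – one dose, 10 µM compound, 1% DMSO · Test system – transient Gal4-SF-1 LBD reporter, CHO-K1 · Input – 4,000 cells in each well · Read-out basis – percent activation relative to DMSO median and mock-transfected background · Replicates – single measurement per compound · Technique – steady-glow luciferase luminescence, read after 15 min reagent incubation · Timing – 20 h compound treatment, 37 °C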
Numbers without * were called inactive; . = not tested or not shown.

SMILES	S1P3 agonist	5HT1E ag	Ecoli tolC	RORA act	S1P1 ag pot	AP complement	5-HT1A blocker	HTR1E antagonist	SF1 activator
O=C(c1cccc(Cl)c1)N1CCN(Cc2ccncc2)CC1	.	0.0	-14	-8	.	11	-18	-3	-7
CCOC(=O)NC1(C(F)(F)F)C(=O)NC(C)=C1C(=O)OC (centres undefined)	-0.1	-0.3	-9	4	.	-4	2	-12	10
Cc1ccc(-c2nnn(CCC(=O)Nc3ccc4c(c3)OCO4)n2)cc1	-0.4	1.4	-19	27	-8	18	-6	-3	-1
Cn1c(SCCOc2ccc(Cl)cc2)nnc1-c1ccncc1	0.5	-0.3	-3	-16	4	4	-9	-6	-2
COc1ccccc1C(c1nnnn1C1CCCC1)N1CCN2CCCC2C1 (centres undefined)	-0.5	-0.3	-10	-4	6	0	9	-2	-13
CCN(CC)CC(=O)c1c[nH]c2ccccc12	-0.9	-0.2	-5	-21	-11	17	11	6	22
COCCNC(=O)CC(NS(=O)(=O)c1ccc(C)cc1)c1ccco1 (centres undefined)	1.0	-0.6	-9	-10	-9	16	-7	-7	-5
COc1ccc(-c2cc3nc(C)cc(NCCO)n3n2)cc1	0.3	-0.8	-22	1	-2	4	1	23	8
N#Cc1cnn(Cc2ccc(Cl)cc2)c1N	-1.0	-0.6	-1	-9	2	5	16	14	-10
O=S(=O)(c1ccc(S(=O)(=O)N(Cc2cccs2)CC2CCCO2)cc1)N1CCCCC1 (centres undefined)	-1.0	0.3	38	-12	9	17	11	5	-18
O=S1(=O)CC(O)C(NCc2ccco2)C1 (centres undefined)	-0.6	-0.3	-15	4	-2	-11	-14	-1	-7
CCCc1nc2ccccc2c(=O)n1NC(=O)c1c(O)c2ccccc2[nH]c1=O	-0.7	0.7	73*	-1	-8	0	0	-1	14
CCn1c(SCC(=O)c2ccc(C)cc2)nnc1-c1ccoc1C	-0.8	-0.2	10	14	-9	12	3	2	4
Cc1c(NC(=O)CN2c3cccc4cccc(c34)S2(=O)=O)c(=O)n(-c2ccccc2)n1C	0.5	0.4	1	0	.	9	-4	0	9
CCc1nnc(NC(=O)CSc2nnc(Cc3ccc(OC)cc3)o2)s1	-0.3	0.1	-14	8	-38	8	-2	0	11
COC(=O)Cc1cc(=O)[nH]c(Nc2nc3ccccc3o2)n1	-1.4	-0.9	6	11	25	12	-6	-15	1
Cc1cncn1CCc1nc2c3ccccc3nc(=S)n2[nH]1	-0.7	0.8	-10	3	2	9	12	2	2
COc1cccc(C2C3=C(CCCC3=O)Nc3nc(-c4cc(OC)c(OC)c(OC)c4)nn32)c1 (centres undefined)	0.7	0.2	-9	-16	-28	11	-8	24	10
CCCn1c(SCC(N)=O)nc2c(c1=O)C1(CCCC1)Cc1ccccc1-2	-6.8	1.0	6	-2	-29	.	.	5	-11
O=C(NCC(=O)N(Cc1ccccc1)C(C(=O)NC1CCCC1)c1ccco1)c1ccco1 (centres undefined)	0.1	0.3	-4	19	6	-9	2	-3	17
Cc1ccccc1NS(=O)(=O)c1cc(C(=O)NCc2ccco2)ccc1C	0.5	0.1	20	8	.	12	6	-1	-6
CC1CCc2nc3ccc(S(=O)(=O)N4CCC(C(=O)NC5CCCC5)CC4)cc3c(C(=O)O)c2C1 (centres undefined)	0.1	-0.5	-15	-13	-18	20	-10	-4	-6
O=C(OCC(=O)c1ccc[nH]1)c1ccc(S(=O)(=O)N2CCCCC2)cc1	.	0.7	6	5	.	-3	-9	-4	-11
CCCN(CCO)Cc1ccc(Cl)c(Cl)c1	0.1	1.4	-9	-8	.	18	17	0	0
CC(C)c1ccc(C(=O)N2CCN(CCO)CC2)cc1	.	-1.4	4	-3	.	0	-2	-3	-9
CSc1ccc(S(=O)(=O)NC2CCCCCC2)cc1	0.4	-0.2	33	-15	-4	5	8	9	1
Cc1ccccc1-c1nc(CS(=O)(=O)CC(=O)NCCCN2CCCC2)c(C)o1	-1.1	0.2	-16	2	-6	18	-3	-5	1
CSc1ccccc1N=Cc1nc(-c2ccccc2)oc1O	0.0	-0.5	47	21	7	5	16	1	23
Clc1ccc(CSc2nnc(-c3ccncc3)o2)cc1	3.3	0.4	-1	-11	97*	19	5	5	1
O=C(Nc1ccon1)C1CCN(S(=O)(=O)c2cccs2)CC1	0.1	-0.6	-6	-20	-15	10	3	-2	13
COc1ccc2c(c1OC)C(=O)OC2CC(=O)c1ccc2c(c1)OCO2 (centres undefined)	.	0.1	-4	-7	.	-1	-7	-14	-6
CCCC(=O)Nc1ccc2c(c1)nc1n2CCSC1	-1.6	-0.7	-13	1	0	17	3	6	13
Cc1csc(=N)n1-c1ccc(Cl)cc1	.	-1.1	8	25	.	-7	18	9	19
CCOC(=O)c1[nH]c2ccccc2c1NC(=O)c1ccco1	.	0.3	-3	-16	.	6	11	6	-4
Cc1cc(C(=O)Cn2nnc3ccccc3c2=O)c(C)n1-c1c(C)n(C)n(-c2ccccc2)c1=O	-0.3	-0.5	-6	10	2	11	-19	-1	-8
CCOC(=O)c1sc(-c2ccc(OC)cc2)cc1N	0.3	0.3	16	44	-2	14	3	-6	62*
O=C(CSc1nnc2ccccn12)Nc1ccccc1C(=O)NC1CC1	-0.2	-0.2	-20	-6	6	15	-10	-3	-1
Cc1ccc(-c2noc(C3CCCN(C(=O)c4c(F)cccc4F)C3)n2)cc1 (centres undefined)	-0.5	0.4	-10	13	-5	7	-7	4	6
O=C(O)c1ccc(CSc2nnc(-c3ccncc3)n2CC2CCCO2)cc1 (centres undefined)	0.3	0.6	-14	8	13	-2	-21	5	1
Cc1cc(=O)[nH]c(SCC(=O)Nc2nc(-c3ccccc3)cs2)n1	0.5	0.8	69*	-4	-14	3	8	0	-9
O=C(Cn1nnc(-c2ccccc2-n2cnnn2)n1)N1CCCCC1	-0.4	-0.4	-28	-6	-5	9	4	5	6
COCCn1c(-c2ccccc2)nc(=S)c2c1CC(C)(C)OC2	-0.1	0.5	-22	-5	13	-2	-2	-5	-24
COc1ccccc1-c1nc(C(F)(F)F)c(OC)o1	-0.4	-1.1	-3	-1	-5	9	4	-7	-5
CCOC(=O)c1sc(NC(NC(=O)c2ccco2)(C(=O)OC)C(F)(F)F)nc1C (centres undefined)	0.3	-0.7	36	-7	2	7	22	14	12
O=S(=O)(NC1CCCCC1NCc1ccco1)c1ccccc1 (centres undefined)	-0.7	-1.0	7	-15	8	12	-2	-5	7
CC(=O)Nc1cc2c(cc1NC(=O)Cn1nc(-c3ccccc3F)ccc1=O)OCCO2	0.6	0.2	-22	12	-6	8	-9	4	-9
CCN(CC(=O)NCc1cccs1)c1ccc(S(=O)(=O)N2CCOCC2)cn1	-0.2	0.1	-22	-11	14	13	0	-3	-10
O=C(NCCCN1CCOCC1)NC12CC3CC(CC(C3)C1)C2	-0.6	-1.1	-10	-28	-22	12	-3	-11	-22
Cn1c(=O)[nH]c(=O)c2c1nc(CN(Cc1ccccc1)Cc1ccccc1)n2CCN1CCOCC1	-0.7	0.7	18	4	-15	0	-12	7	-1
O=C(CCSc1nc2ccccc2o1)N1CCOCC1	-1.4	-0.6	-11	2	3	15	0	4	14
Cc1ccccc1C(=O)Nc1ccc(Cl)cn1	-2.1	-0.6	-4	56*	-26	4	18	7	19
O=C1NCCCc2c1oc1cc(Br)c(O)c(Br)c21	-0.2	-0.2	3	-12	8	-1	-3	11	-19
Cc1cc(C(=O)CSc2nnc(Nc3ccccc3)s2)c(C)n1CC1CCCO1 (centres undefined)	-2.0	-0.1	17	5	10	12	-41	6	10
Cc1ccc2oc3c(c(=O)c2c1)C(c1cccc(Cl)c1)N(CCCN1CCOCC1)C3=O (centres undefined)	0.9	0.7	-4	19	-5	7	-32	-16	23
Cc1ccc2oc(=O)n(CCOc3ccccc3Cl)c2c1	-1.4	-1.8	19	13	5	-1	24	32*	2
COc1ccccc1CNC(=O)CSc1nc(-c2ccccc2)cn1N	0.4	-0.1	-1	-13	30	19	-10	-7	0
CCOc1ccc(C2CC(c3ccc(OC)cc3)n3ncnc3N2)cc1 (centres undefined)	-0.6	0.6	10	14	-14	26	-1	-3	25
O=C1[C@@H]2[C@H](C(=O)N1O)[C@H]1C=C[C@@H]2C1	1.1	0.1	1	4	6	.	.	-8	3
CC(C)Nc1nc(NC(C)C)nc(N(C)C(N)=O)n1	0.5	-0.2	-1	-2	-56	14	-9	10	18
Cc1ccc(Cn2ncc3c(N4CCN(c5ccc(C)cc5)CC4)ncnc32)cc1	-1.3	0.1	3	-23	-13	.	.	-14	-45

Structures listed above marked active in HTR1E antagonist.
Molecule | S1P3 agonist | 5HT1E ag | S1P1 ag pot | AP complement | 5-HT1A blocker | HTR1E antagonist
Cc1ccc2oc(=O)n(CCOc3ccccc3Cl)c2c1 | -1.4 | -1.8 | 5 | -1 | 24 | 32*

Additional results follow:
SMILES	S1P3 agonist	5HT1E ag	Ecoli tolC	RORA act	S1P1 ag pot	AP complement	5-HT1A blocker	HTR1E antagonist	SF1 activator
O=C(c1ccccc1)c1cc2ccccc2o1	-0.6	-0.3	21	17	-23	12	-10	-6	42
CN(C)c1oc(-c2ccccc2Cl)nc1S(=O)(=O)c1ccccc1	-1.9	-0.2	55	-18	-21	17	20	10	-28
C=C(C)CN(CC)CCC(=O)Nc1ccc(OC)cc1OC	-0.7	-0.4	24	-22	-16	4	.	-5	8
CC(=NC1CCCCC1)C1=C(O)c2ccccc2C1=O	-2.0	-0.3	22	88*	-6	.	8	10	24
COc1ccc(CCNC(=O)C2CCN(S(=O)(=O)N3CCOCC3)CC2)cc1OC	-0.9	0.1	-8	10	3	16	5	-7	3
COC(=O)c1ccc(CSc2nc3ccccc3c(=O)n2Cc2ccco2)o1	-1.7	0.1	42	-9	60	13	27	2	-13
CC(C)(C)N(Cc1cc2ccccc2[nH]c1=O)C(=O)C1CCCCC1	0.0	-0.2	12	-13	29	-11	-14	-10	2

Profiles as entered above. Order of values: S1P3 agonist	5HT1E ag	Ecoli tolC	RORA act	S1P1 ag pot	AP complement	5-HT1A blocker	HTR1E antagonist	SF1 activator
CC(=NC1CCCCC1)C1=C(O)c2ccccc2C1=O across the screens: -2.0	-0.3	22	88*	-6	.	8	10	24
COc1ccc(CCNC(=O)C2CCN(S(=O)(=O)N3CCOCC3)CC2)cc1OC across the screens: -0.9	0.1	-8	10	3	16	5	-7	3
C=C(C)CN(CC)CCC(=O)Nc1ccc(OC)cc1OC across the screens: -0.7	-0.4	24	-22	-16	4	.	-5	8
